High-throughput results from PubChem BioAssay.
HT1080 IDH1KD tx: qHTS for induction of synthetic lethality in tumor cells producing 2HG: qHTS for the HT-1080-IDH1KD cell line. HT-1080 IDH1 knockdown viability, ATP luminescence, 48 h. Potency, µM (doses to about 46.1 µM), for the others: at the top dose activity, negative = toxicity, most hits filed as cytotoxic. 2% of 360,000 active. AID 686971, 2013;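 further: potency means the concentration at half of the fitted maximal effect; 0% = DMSO wells and -100% = cell-free medium wells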
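IDH1KD HT-1080 cells, 750/well, RPMI + 5% FBS; compound pinned after 2 h settling; 48 h, 37 °C; CellTiter-Glo luminescence; % activity normalised to DMSO and no-cell wells; curves fitted, classed by r2 and efficacy.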
S2 tox: Viability Counterscreen for Primary qHTS for Inhibitors of ATXN expression; S2 cells (HEK-293 line with an ATXN2-luciferase reporter) viability, CellTiter-Fluor protease fluorescence, 24 h; Potency, µM (series often up to 56.7 µM), hits mostly cytotoxic; 0.49% of 400,000 active; further: potency means the concentration at half of the fitted maximal effect; nearly all actives have a fitted effect of over 40% in size
MCF10A rerep: A quantitative high throughput screen for small molecules that induce DNA re-replication in MCF 10a normal breast cells; MCF 10A DNA re-replication, Hoechst nuclear intensity, 48 h; 2.9% of 350,000 active; AID 624296, 2012; Potency, µM (series often up to 46.1 µM), for inactives: at the top dose activity, positive = re-replication, actives largely listed as activators; further: potency means the concentration at half of the fitted maximal effect; % of control where 0% means no effect; nearly all actives have a fitted effect of over 50% in size
HT1080NT lethal: qHTS for induction of synthetic lethality in tumor cells producing 2HG: qHTS for the HT-1080-NT fibrosarcoma cell line; HT-1080-NT fibrosarcoma viability, CellTiter-Glo ATP luminescence, 48 h; Potency, µM (top dose mostly 46.1 µM), inactives show at the top dose activity, negative = less viability, most hits filed as cytotoxic; 1.6% of 360,000 active;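 further: NT is the 2HG producing partner of a matched IDH1 knockdown line; potency means the concentration at half of the fitted maximal effect; 0% = DMSO-treated cells and -100% = media-only wells without cells; nearly all actives have a fitted effect of over 55% in size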
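Read-out is CellTiter-Glo luminescence after 10 minutes at room temperature, following 48 hours' compound treatment of HT-1080-NT cells (750 cells/well, RPMI, 5% FBS, 37 degrees C).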
KB-V1 MDR tox: qHTS assay for MDR1-selective chemotherapeutics: Primary screen using the drug-selected MDR subline cells KB-V1 | Potency, µM (series often up to 46.1 µM), for inactives: top-dose activity change, negative = cytotoxicity, hits mostly cytotoxic | KB-V1 MDR cells viability, CellTiter-Glo, 72 h | 3.4% of 400,000 active; further: potency means the concentration at half of the fitted maximal effect; on the % scale 0 is the no-effect control and ±100 the full control effect; nearly all actives have a fitted effect of over 60% in size
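KB-V1 cells (P-gp-expressing MDR subline of KB-3-1) in phenol-red-free DMEM with 10% FBS were exposed to library compounds over a concentration series for 72 h at 37 degrees C. Viability read by CellTiter-Glo luminescence; concentration-effect curves fitted after normalization.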
ATXN2 expr inh: Primary qHTS for Inhibitors of ATXN expression; 0.72% of 360,000 active; AID 1745845, 2022; HEK-293 ATXN2-luciferase reporter, luminescence, 24 h; Potency, µM (series often up to 57 µM), for the others: top-dose activity change, negative = inhibition, hits mostly inhibitors; further: potency means the concentration at half of the fitted maximal effect; on the % scale 0 is the no-effect control and ±100 the full control effect; nearly all actives have a fitted effect of over 55% in size
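ATXN2-luciferase reporter cells (luciferase flanked by upstream and downstream ATXN2 gene portions) were treated 24 h at 37 °C with compounds at up to 57 uM. SteadyGlo luminescence gave expression; GF-AFC fluorescence gave viability.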
SW480 rereplic: A quantitative high throughput screen for small molecules that induce DNA re-replication in SW480 colon adenocarcinoma cells | SW480 DNA re-replication, Hoechst DNA content imaging, 48 h | Potency, µM (doses to about 46.1 µM), for the others: at the top dose re-replication activation, hits mostly activators | 1.8% of 340,000 active | AID 624297, 2012; further: potency means the concentration at half of the fitted maximal effect; % of control where 0% means no effect; nearly all actives have a fitted effect of over 55% in size
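Image-based DNA-content assay: after two days of treatment, nuclei were labelled with the DNA dye Hoechst and imaged, and hits were compounds raising the count of nuclei showing high fluorescence intensity.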
KB-3-1 tox: qHTS assay for MDR1-selective chemotherapeutics: Primary screen using the parental adenocarcinoma cell KB-3-1; KB-3-1 viability, CellTiter-Glo ATP luminescence, 72 h; Potency, µM (titrated, usually from 46.1 µM), inactives show at the top dose activity change, negative = cytotoxic, usual class: cytotoxic; 1.4% of 400,000 active; further: potency means the concentration at half of the fitted maximal effect; on the % scale 0 is the no-effect control and ±100 the full control effect; nearly all actives have a fitted effect of over 60% in size
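Parental KB-3-1 adenocarcinoma cells in phenol-red-free DMEM with 10% FBS were pin-treated with compounds at several concentrations, incubated 72 h at 37 °C, and viability read by CellTiter-Glo luminescence; concentration-effect curves were fitted after normalization.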
IL-1B inflam inh: qHTS for Inhibitors of Inflammasome Signaling: IL-1-beta AlphaLISA Primary Screen. THP-1 LPS/ATP IL-1B secretion, AlphaLISA, 16 h; hits give low values. activity change, % at 57.5 µM. 4.7% of 360,000 active. AID 743279, 2014; in the data active means activity change below about -50%; inconclusive means mostly about -30% to -49%; further: on the % scale 0 is the no-effect control and ±100 the full control effect
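THP-1 cells pretreated 1 hr with compounds (up to 57.5 uM final), then stimulated with LPS (250 ng/mL final) plus ATP (1.25 mM final); secreted IL-1B measured by AlphaLISA after 16 hr, decreased signal indicating inhibition.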
* hit, by the source's call; i = inactive; ? = inconclusive; / = not tested or not shown; & = joins results of further samples; [ ] = remark or other dose. Unless noted, the call rests on the fitted dose curve; in most records, active means well fitted curve in the direction sought with a large enough effect; inconclusive means small, poorly fitted or top-dose-only effect, or another doubt; inactive means no such curve, though single readings can be large; an effect the other way counts as inactive or inconclusive. Rows were taken by chance; 11% or so of the library scored in one or more.

SMILES	HT1080 IDH1KD tx	S2 tox	MCF10A rerep	HT1080NT lethal	KB-V1 MDR tox	ATXN2 expr inh	SW480 rereplic	KB-3-1 tox	IL-1B inflam inh
CC1(C)Cc2cccc(OCC(=O)OCC(=O)Nc3ccc(C(N)=O)cc3)c2O1	4%	i	0%	9%	?	6%	-46%[inhibitor]	-6%	0
CN(C)CCCNC(=S)N1CCN(c2nc(-c3ccccc3)cs2)CC1	?	i	?	?	-16%	?	9%	-4%	?
COc1ccc(CC(=O)N/N=C(\C)CC(=O)Nc2ccc3c(c2)OCCO3)cc1OC	2%	i	-4%	10%	4%	1%	-4%	5%	32
COC(=O)c1cc(NC(=O)Cc2ccccc2[N+](=O)[O-])cc(C(=O)OC)c1	-2%	i	2%	3%	-5%	1%	-2%	2%	26
Cc1cccc(N2CCN(C(=O)CNC(=O)c3ccccc3)CC2)c1C	?	i	11%	-25%	-35%	-14%	2%	?	-2
COc1ccc(-c2oc(=O)c3cc(OC)c(OC)cc3c2C#CC2(O)CCCCC2)cc1	9%	i	2.1µM*	10%	?	-1%	-11%[9.22 µM]	7%	-1
O=C(Cn1nc(-c2ccc(Cl)cc2)ccc1=O)NCC1CCCO1 (stereo unspecified)	0%	i	-2%	-2%	10%	1%	-3%	-2%	-23
COc1ccc(N2CCN(C(=O)c3ccc(CNS(=O)(=O)c4cccc(OC)c4)cc3)CC2)cc1	?	i	8%	-6%	?	-25%	?	?	-84*
OC(CCN1CC2CCC(CC2)C1)(Cc1ccccc1)c1ccco1 (stereo unspecified)	4%	i	21%	-1%	9%	-3%	-3%	-2%	-14
CC(=O)c1c(C)cc(C)c(CSc2nnc(-c3ccco3)o2)c1C	-27%	i	5%	-14%	?	-10%	-13%	0%	0
CCn1cc(C(=O)NCc2ccco2)c(=O)c2cc(S(=O)(=O)N3CC(C)CC(C)C3)ccc21 (stereo unspecified)	5.8µM*	i	1%	4.1µM*	?	?	2%	5.8µM*	?
COc1ccc(C2CCCN2C(=S)Nc2ccccc2C)cc1OC (stereo unspecified)	-3%	i	1%	28%	-3%	-9%	-4%	-1%	24
CCOc1ccc(N(Cc2cc3cc(C)ccc3[nH]c2=O)S(=O)(=O)c2ccccc2)cc1	1%	?	12%	5%	-19%	-15%	0%	-1%	i
COc1ccccc1N1CCN(c2csc3ccc(Cl)cc3c2=O)CC1	/	i	/	/	10%	8%	/	5%	/
Cc1ccccc1OCCC(=O)OCC(=O)Nc1c(C)nn(-c2ccccc2)c1C	-2%	i	-20%	2%	29%	5%	-2%	12%	33
O=C1c2ccccc2-c2nc3ccccc3nc21	0%	i	17%	0%	-11%	27%	-11%	10%	15
COc1ccc(-c2nc(CS(=O)(=O)CC(=O)NC3CCC(C)CC3)c(C)o2)cc1 (stereo unspecified)	-5%	i	0%	2%	-5%	-34%	?	0%	13
O=C1N(Cc2cccc(Cl)c2)C[C@@H]2C[C@@H](c3ccc4nonc4c3)N3CCC[C@@]123	-22%	i	2%	-22%	-1%	-11%	6%	-15%	-29
CN(C)c1cccc(C(=O)OCC(=O)N2CCc3ccccc3C2)c1	4%	?	-6%	-1%	-20%	-1%	1%	10%	27
O=C(Cc1cccs1)N(c1ccc(F)cc1)C1(C(=O)NC2CCCCC2)CCCC1	0%	i	5%	0%	6%	/	0%	-12%	0
CCN(C1CCCCC1)S(=O)(=O)c1ccc(-n2cnnn2)c(C)c1	-8%	i	1%	-16%	-26%	7%	-4%	-6%	7
Cc1ccc(NC(=O)/C(C#N)=C/c2ccc(C(C)C)cc2)cc1C	/	i	/	/	9%	0%	/	11%	/
Cc1ccc(S(=O)(=O)Nc2ccc3c(c2)C(=O)N([C@@H](C)CO)C[C@@H](C)[C@@H](CN(C)CC2CC2)OCCCC[C@@H](C)O3)cc1	9%	?	/	13%	0%	9%	/	22%	16
S=C(NCCc1ccccc1)NC1CC1	23%	i	-5%	12%	13%	-1%	-2%	-1%	10
O=C(CCCn1c(=O)[nH]c2cc(Cl)ccc2c1=O)NCCC1=CCCCC1	12%	?	0%	-1%	1%	-8%	-2%	1%	15
CCOc1ccc(C2C([N+](=O)[O-])=C(C)N(C)C(=O)N2C)cc1OC (stereo unspecified)	-2%	i	?	-4%	?	/	?	4%	-25
CC1CCCCN1C(=S)NC(=O)c1cc(Br)ccc1Cl (stereo unspecified)	-9%	i	?	-9%[9.24 µM]	-26%	-29%	-25%	0%	20
CCOC(=O)c1cc(-c2ccc(C)cc2)n(CCC(=O)NCCc2ccc(C)cc2)c1C	/	i	/	/	?	5%	/	-1%	/
OC(COc1ccccc1)CN1C2=NCCCN2c2ccccc21 (stereo unspecified)	6%	i	0%	0%	38%	-33%	1%	-1%	-15
CC(C)C[C@@H](CO)N1CCN(Cc2ccccc2)CCC1=O	9%	i	-3%	7%	7%&-24%&-11%	-5%	-12%	-3%&-2%&0%	7

Quoted from the listing (two entries):
SMILES	HT1080 IDH1KD tx	S2 tox	MCF10A rerep	HT1080NT lethal	KB-V1 MDR tox	ATXN2 expr inh	SW480 rereplic	KB-3-1 tox	IL-1B inflam inh
CC1(C)Cc2cccc(OCC(=O)OCC(=O)Nc3ccc(C(N)=O)cc3)c2O1	4%	i	0%	9%	?	6%	-46%[inhibitor]	-6%	0
CN(C)CCCNC(=S)N1CCN(c2nc(-c3ccccc3)cs2)CC1	?	i	?	?	-16%	?	9%	-4%	?

Further entries
SMILES	HT1080 IDH1KD tx	S2 tox	MCF10A rerep	HT1080NT lethal	KB-V1 MDR tox	ATXN2 expr inh	SW480 rereplic	KB-3-1 tox	IL-1B inflam inh
C[C@H](CO)N1C[C@H](C)[C@@H](CN(C)C(=O)Nc2ccc(C(F)(F)F)cc2)Oc2ccc(NS(=O)(=O)c3ccc(F)cc3)cc2C1=O	-18%	?	-12%	-15%	17%	-39%	-9%	-14%	-23
O=C(Nc1ccc2c(c1)[nH]c(=O)c1ccccc12)C(F)(F)F	-7%	?	6%	1%	0%	5%	-1%	31%	-9
COc1ccc2nc(NC(=O)c3ccccc3C(=O)O)sc2c1	-3%	i	16%	-3%	-6%	7%	25%	-2%	4
CCn1cc(C(=O)NCC(OC)OC)c(=O)c2cc(S(=O)(=O)N3CCCC3)ccc21	-5%	i	0%	-15%	0%	-1%	-5%	-5%	2
N#CCCN(C(=O)COC(=O)c1nc(Cl)ccc1Cl)c1ccccc1	6%	i	2%	-1%	2%	-6%	1%	2%	4
CCCNC(=O)c1c(C)cc(=O)oc1C	2%	i	1%	6%	23%	-14%	-6%	-8%	-9
Cc1ccc(NC(=O)C2CCCN(S(=O)(=O)c3c(C)n[nH]c3C)C2)c(C)c1 (stereo unspecified)	/	i	/	/	11%	-5%	/	0%	/
Cc1ccc2[nH]c(=O)c(CN(CCCN3CCOCC3)C(=O)Nc3ccc(Cl)cc3)cc2c1	0%	i	-1%	11%	-10%	/	-212%[inhibitor]	-6%	-2
COc1ccccc1N1CCN(C(=O)c2nn(-c3ccc(C)cc3)c(=O)n(C)c2=O)CC1	/	i	/	/	-7%	-11%	/	-11%	/
COc1ccc(C(=O)Nc2ccc3nc4c(c(Nc5ccccc5OC)c3c2)CCCC4)c(OC)c1	/	?	/	/	?	-4%	/	-9%	/
O=C(CN1CCCCC1)N1c2ccccc2Sc2ccc(C(F)(F)F)cc21	-9%	?	?	-12%	?	-8%	-3%	-15%	-13
O=C(Nc1ccccc1C(F)(F)F)Nc1cccc2ccccc12	3%	i	2%	4%	16%	-9%	-1%	4%	-16
CC(=O)C1=C(O)C(=O)N(c2ccc(C(=O)O)cc2)C1c1ccccc1 (stereo unspecified)	-3%	i	1%	-3%	-2%	-6%	-12%	-11%	3
Cc1cccc(-n2c(C)cc(C(=O)C(=O)Nc3nncs3)c2C)c1	/	i	/	/	?	16%	/	-13%	/
O=C(C[n+]1ccccc1)N/N=C/c1ccccc1Cl	7%	i	-1%	6%	?	10%	-9%	28%	3
CCCCNS(=O)(=O)c1ccc2nc(SCC(=O)Nc3ccccc3Cl)[nH]c2c1	?	i	9%	?	-21%	-7%	13%	0%	-25
O=C1[C@H](Cc2ccccc2)NCCCC[C@H](c2ccc(Cl)cc2)N1Cc1ccccc1	?	i	?	?	?	?	-4%	?	-14
NC(=O)c1sc2nc(N3CCOCC3)c3c(c2c1N)CCCC3	-8%	i	?	0%	?	-5%	-3%	-3%	?
C(=C\c1nccc2c1[nH]c1ccccc12)/c1ccccc1	?	/	?	?	-6%	/	12µM*	?	-2
O=C(Nc1cccc(Cl)c1)c1csc(COCCO)n1	6%	i	/	6%	1%	18%	/	0%	17
CCOC(=O)C(CC)n1nc(C)n2c(cc3sccc32)c1=O (stereo unspecified)	-6%	i	-3%	15%	20%	-24%	-2%	?	18
CCn1c(SCC(=O)Nc2ccc(C)cc2)nc(O)cc1=O	-3%	i	7%	-2%	16%	2%	-5%	6%	8
COc1ccc(CN2CC(C(=O)NCCC3=CCCCC3)CC2=O)cc1 (stereo unspecified)	0%	i	?	0%	-8%	-5%	-1%	0%	4
COc1ccc(NC(=O)C(c2cccc3ccccc23)n2c(=O)c(-c3ccco3)nc3ccccc32)cc1 (stereo unspecified)	12%	/	/	8%	-4%	/	/	3%	-6
OC(Cn1cncn1)(c1ccc(F)cc1)c1ccc(Cl)cc1 (stereo unspecified)	10%	i	0%	4%	19%	/	-14%	5%	22
CCCC(=O)NC(=S)Nc1ccc(S(=O)(=O)N2CCc3ccccc32)cc1	-25%	i	19%	-30%	-25%	?	0%	-17%	-23
Cc1ccc(Sc2ncccc2C(=O)O)cc1	?	i	-5%	29%	8%	6%	2%	24%	24
